IkB sig inh: inhibitors of IkB signaling in ABC-DLBCL cells; Potency, µM (titrated, usually from 57.1 µM), inactives show at the top dose IkBa stabilization activation; AID 445; ABC-DLBCL IkBa-CBG/CBR dual luciferase ratio, 4 h; response scale: scaled: untreated 0%, proteasome inhibitor 100%; hit rate 0.04% among 110,000; active means well fitted curve in the direction sought with a large enough effect in the signal ratio, not every such curve was filed as active; inconclusive means small, poorly fitted or top-dose-only effect, or a change in a side signal; the % refers to the signal ratio;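 further: the direction sought is a rising ratio; 0% = basal untreated cells and 100% = reference inhibitor full response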
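In this assay, an IκBα–CBG68 fusion accumulates when IKK-driven degradation is blocked; native CBR normalizes for cell number. OCI-Ly3 cells were treated 4 h with compound and doxycycline, then green and red light read after Chroma-Glo addition.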
Peg3 imprint: genomic imprint erasure induction; mouse ES Peg3-LacZ reporter, beta-gal luminescence, 40 h; Potency, µM (doses to about 60.7 µM), for the others: top-dose activity change, positive = activation, actives largely listed as activators; hit rate 0.02% among 110,000; AID 1948;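 further: 0% = negative control wells on the plate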
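Imprint erasure is scored as LacZ activity from the silenced maternal Peg3 allele in feeder-free female ES cells cultured 40 h with LIF. Luminescence is normalized to in-plate negative controls and fitted to the Hill equation.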
p53ts 32C kill: cytotoxicity in p53ts cells at permissive temperature | H1299-p53A138V at 32C, ATP luminescence viability, 24 h | Potency, µM (highest dose often 46.1 µM), for the others: at the top dose activity change, negative = cytotoxicity, most hits filed as cytotoxic | hit rate 0.93% among 130,000;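 further: 0% = DMSO and -100% = full killing by reference compound; nearly all actives have a fitted effect of over 55% in size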
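Viability by ATPlite luminescence after 24 h compound treatment (up to 46 uM) at the permissive 32C. Cells are H1299 carrying p53 A138V. Scale runs from DMSO basal to 100 uM tamoxifen as full kill; AC50 from Hill fits.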
p53ts 39C tox: p53ts cell cytotoxicity, nonpermissive temperature | hit rate 1.5% among 130,000 | H1299-p53A138V viability at 39C, ATP luminescence, 24 h | Potency, µM (doses to about 46.1 µM), without a hit: at the top dose activity change, negative = cell killing, hits mostly cytotoxic; further: nearly all actives have a fitted effect of over 55% in size
Numbers without * were called inactive; ? = inconclusive; . = no result given; [ ] = another dose, or the depositor's remark. Unless noted, the call rests on the fitted dose curve; in most records, active means well fitted curve in the direction sought with a large enough effect; inconclusive means small, poorly fitted or top-dose-only effect, or another doubt; inactive means no such curve, though single readings can be large; an effect the other way counts as inactive or inconclusive. Unless noted, on the % scale 0 is the no-effect control and ±100 the full control effect; potency means the concentration at half of the fitted maximal effect.

Order of results – p53ts 39C tox	IkB sig inh	p53ts 32C kill	Peg3 imprint
- CCOc1cccc(-c2nnc(SCC(=O)Nc3cc(C)ccc3OC)n2N)c1
  5.4%	0.9%	0.7%	-15.5%
- CCCNc1nc2c(c(=O)n(C)c(=O)n2C)n1CCc1ccccc1
  5.5%	?	3.1%	-8.3%
- CCC/C=C(\CCC)C(NC(=O)CCc1ccccc1)c1ccc(C(F)(F)F)cc1 (stereo not drawn)
  9.3%	.	6.6%	-5.9%
- O=C(CCNS(=O)(=O)c1cccc2nsnc12)NCCC1=CCCCC1
  -6.1%	1.8%	-4.8%	-17.2%
- CC1=C(C(=O)OCc2ccccc2)C(c2ccc(Cl)cc2)NC(=O)N1CCCCCC(=O)O (stereo not drawn)
  11.4%	.	7.1%	-9.0%
- CC(=O)Nc1c(C)nn(-c2ccccc2)c1N1CCC(C(=O)NCc2cccc(F)c2)CC1
  -11.7%	-2.4%	-2.8%	7.8%[10.9 µM]
- CC(C(=O)Nc1ncc2c(n1)CC(C)(C)CC2=O)N1C(=O)c2ccccc2C1=O (stereo not drawn)
  14.3%	1.9%	12.4%	-4.1%
- CC(=O)c1cccc(NC(=O)c2nccnc2C(=O)O)c1
  -4.0%	-1.9%	9.7%	-9.4%
- N=c1c2c3c(sc2nc2n1CCCCC2)CCCC3
  -13.8%	.	-8.1%	.
- CC(C)CCn1c(NCCN(C)C)nc2c1c(=O)[nH]c(=O)n2C
  0.4%	0.8%	-5.1%	-12.8%
- COc1ccccc1CNC(=O)c1cc2sccc2n1C
  -6.3%	10.4%	-7.0%	.
- COC(=O)COc1ccc(S(=O)(=O)N2CCOCC2)cc1C
  8.6%	-2.1%	-0.4%	-7.4%
- Cc1ccc(S(=O)(=O)Cn2nnnc2C(CC(C)C)N2CCN(c3ccc(F)cc3)CC2)cc1 (stereo not drawn)
  -4.1%	-2.3%	3.5%	-2.0%
- Cc1ccc2nc(CSc3nnc(Cc4cccs4)n3C3CCCCC3)cc(=O)n2c1
  3.5%	1.9%	-5.4%	?
- CCCC12CN3CC(CCC)(CN(C1)C3c1ccc(OCc3ccccc3)cc1)C2=O (stereo not drawn)
  -5.3%	?	-0.2%	-5.3%[10.9 µM]
- O=C(c1ccc(Cl)c(F)c1F)N1CCCC1
  12.5%	0.7%	2.6%	18.4%
- CC1(C)CC(=O)C([C@H]2C3=C(CC(C)(C)CC3=O)Oc3ccccc32)C(=O)C1
  -3.0%	0.2%	5.7%	-0.1%
- C=CCn1c(SCC(N)=O)nnc1-c1cc2c(s1)CCC(CC)C2 (stereo not drawn)
  -6.0%	.	-17.1%	.
- CCCC(C(=O)NCc1ccccc1)N(C(=O)Cn1nnc(-c2cccs2)n1)c1ccc2c(c1)OCCO2 (stereo not drawn)
  13.9%	.	-10.0%	.
- O=C1CCCc2c1[nH]c1ccc(CN3CCCCC3)cc21
  -10.3%	10.9%	0.2%	-11.7%
- O=C(CC1N=C2c3ccccc3N=C(SCc3ccc(F)cc3)N2C1=O)NCCc1ccccc1 (stereo not drawn)
  16.3%	?	6.7%	-4.8%[10.9 µM]
- CCCCc1ccc(NC(=O)c2c(C)noc2C)cc1
  ?	15.2%	?	-10.7%
- COc1ccc2c(c1)CC(C(=O)N1CCC(C(N)=O)CC1)CO2 (stereo not drawn)
  4.2%	0.0%	-11.5%	-2.4%[10.9 µM]
- CCC1C(=O)n2nc(-c3ccccc3)cc2N=C1C (stereo not drawn)
  ?	-2.2%	?	-29.3%
- CCN(CC)c1ccc2cc(-c3nnc(Nc4ccc(C)cc4)s3)c(=O)oc2c1
  9.7%	1.5%	-3.1%	-10.5%[10.9 µM]
- CNc1nc(-c2ccc3c(c2)OCO3)nc2ccccc12
  -22.8%	-2.4%[11.4 µM]	-18.0%	-11.8%
- O=C(CC(Cc1ccccc1)C(=O)O)NCCc1ccc2c(c1)OCO2 (stereo not drawn)
  -5.7%	0.8%	-5.9%	-6.9%
- CC(=O)S[C@@H]1CC2=CC(=O)CC[C@@]2(C)[C@H]2CC[C@]3(C)[C@H](CC[C@@]34CCC(=O)O4)[C@H]12
  -15.1%	-7.7%	6.0%	.
- Cc1cc(C)n(-c2ccn(Cc3ccc(Cl)cc3Cl)c(=O)n2)n1
  12.7%	0.7%	1.7%	-15.2%
- Cc1ccc(Nc2cc(C)nn2-c2nc(C)cc(C)n2)cc1
  -21.8%	?	2.1%	-18.7%

Reprinted at random: 7 entries already listed
Order of results – p53ts 39C tox	IkB sig inh	p53ts 32C kill	Peg3 imprint
- O=C(CCNS(=O)(=O)c1cccc2nsnc12)NCCC1=CCCCC1
  -6.1%	1.8%	-4.8%	-17.2%
- N=c1c2c3c(sc2nc2n1CCCCC2)CCCC3
  -13.8%	.	-8.1%	.
- CC(C(=O)Nc1ncc2c(n1)CC(C)(C)CC2=O)N1C(=O)c2ccccc2C1=O (stereo not drawn)
  14.3%	1.9%	12.4%	-4.1%
- COC(=O)COc1ccc(S(=O)(=O)N2CCOCC2)cc1C
  8.6%	-2.1%	-0.4%	-7.4%
- CC(=O)S[C@@H]1CC2=CC(=O)CC[C@@]2(C)[C@H]2CC[C@]3(C)[C@H](CC[C@@]34CCC(=O)O4)[C@H]12
  -15.1%	-7.7%	6.0%	.
- CC(=O)Nc1c(C)nn(-c2ccccc2)c1N1CCC(C(=O)NCc2cccc(F)c2)CC1
  -11.7%	-2.4%	-2.8%	7.8%[10.9 µM]
- CC(=O)c1cccc(NC(=O)c2nccnc2C(=O)O)c1
  -4.0%	-1.9%	9.7%	-9.4%

(cont.)
Order of results – p53ts 39C tox	IkB sig inh	p53ts 32C kill	Peg3 imprint
- COc1ccc(/C=C/C(=O)Nc2cccc(F)c2)cc1
  7.94µM*	?	10µM*	-44.1%[inhibitor][10.9 µM]
- Cn1c(SCC(=O)N2CCCCC2)nc2cccnc21
  12.9%	0.0%	-5.6%	.
- CC(=O)OC1CCC2(C)C3=C(CCC2C1(C)C)[C@]1(C)CCC(C(C)CCC=C(C)C)[C@]1(C)CC3 (stereo partly drawn)
  7.3%	.	18.2%	-14.8%
- Cn1c(=O)c2cn(-c3cccc4ccccc34)cc2n(C)c1=O
  0.1%	0.4%	16.2%	-5.1%
- COc1cc(OC)cc(C(=O)NC(C(=O)NCCN(C)C)C23CC4CC(CC(C4)C2)C3)c1 (stereo not drawn)
  -10.3%	0.5%	5.6%	-8.9%
- COc1ccccc1N1CCN(C(c2ccccc2Cl)c2nnnn2C(C)(C)C)CC1 (stereo not drawn)
  1.2%	0.8%	3.9%	-8.1%
- O=c1[nH]c2ccccc2nc1-c1cccs1
  -18.4%	-1.9%	-12.4%	-10.2%
- COc1cccc(CNC(=O)c2ccc(CSc3nc4ccncc4n3Cc3cccc(C)c3)cc2)c1
  -14.2%	?	1.7%	-14.9%[10.9 µM]
- CCOc1ccccc1NC(=O)c1cn(C2CCCCC2)c(=O)c2c1c1ccccc1n2C
  -17.6%	?	5.6%	-6.0%[10.9 µM]
- CCc1ccc2c(c1)c(=O)c(C(=O)c1ccccc1)cn2CC(=O)Nc1ccc(C)c(Cl)c1
  15.8µM*	?	-22.5%	-28.1%[10.9 µM]
- CC(C)c1nc(Cl)c(C#N)c2c1CCCC2
  8.0%	.	12.2%	.
- COc1cc(C)c(C)cc1S(=O)(=O)N1CCN(Cc2ccc3c(c2)OCO3)CC1
  3.4%	0.5%	-7.2%	-12.5%
- O=c1c(-c2cc(F)cc(F)c2)nc2cnc(Oc3ccccc3)nc2n1C[C@H]1CCCO1
  6.6%	1.3%[11.4 µM]	3.3%	.
- CC(C)c1ccc(Nc2nc(NCc3ccco3)nc(N3CCOCC3)n2)cc1
  0.7%	?	19.5%	0.5%
- c1ccc(Cn2nnc3c(N4CCCCCC4)ncnc32)cc1
  -6.8%	7.4%	-13.2%	-21.1%
- CC(C)c1nn2c(=O)cc(COC(=O)c3ccccc3NC(=O)C3CCCCC3)nc2s1
  -14.1%	?	1.0%	-10.9%[10.9 µM]
- CC(C)Oc1ccc2c(=O)c3cc(C(=O)O)ccc3oc2c1
  ?	-0.2%	-27.1%	-74.3%[inhibitor]
- Cc1cc(NC(=O)c2cnn3cccnc23)no1
  3.0%	-2.9%	-3.2%	-29.7%
- COC(=O)c1ccc(-c2cc(C(=O)O)c3cc4c(cc3n2)OCCO4)cc1
  ?	1.0%	?	5.2%
- Cc1ccc2c(CNC3CCCC3)c(C(=O)O)n(Cc3ccc(F)cc3)c2c1
  32.3%[activator]	-1.6%	8.9%	-14.2%[10.9 µM]
- COc1ccc2nc(NC(=O)CN3CCN(C)CC3)sc2c1
  -9.3%	0.7%	-9.5%	-14.5%
- CCN1CCN(c2c(Cl)cccc2NC(=O)c2ccc(Br)o2)CC1
  -7.7%	-12.6%	-5.2%	-20.6%
- Cc1ccc(N(CC(=O)Nc2ccc(OC(F)(F)F)cc2)S(=O)(=O)c2c(C)noc2C)cc1
  -8.2%	-1.8%	0.4%	3.8%[10.9 µM]
- CC(C)CO/N=C1/C[C@@H](O)[C@@H](O)[C@@H]2[C@@H]3C(=O)N([C@@H](C)c4ccccc4)C(=O)[C@H]3CC[C@H]12
  1.8%[9.22 µM]	.	-0.7%[9.22 µM]	.
- Cc1ccc(-c2nc(C(=O)N3CCN(c4ccccc4)CC3)c3n2CCCCC3)cc1
  2.2%	8.5%	6.4%	-8.7%[10.9 µM]
- CC(C)CC(NC(=O)C1CCC(C)CC1)C(=O)N1CCN(c2ccccn2)CC1 (stereo not drawn)
  -7.4%	2.9%	4.7%	-9.7%
- CCC(=O)N1CCCc2cc(S(=O)(=O)N3CCN(c4ccccc4F)CC3)ccc21
  8.6%	?	14.2%	-14.2%
- CC(C)CN1C(=O)NC(NC(=O)c2ccco2)(C(F)(F)F)C1=O (stereo not drawn)
  8.7%	-1.0%	-0.3%	-7.2%
- C=CCN1C(=O)C(O)(CC(=O)c2c(C)n[nH]c2C)c2cc(Br)ccc21 (stereo not drawn)
  5.1%	-0.2%	7.4%	17.8%
- CC(=O)Nc1cccc2c1C(=O)N(c1cccc(C)c1)C2=O
  12.1%	.	-5.9%	.

(cont.)
Order of results – p53ts 39C tox	IkB sig inh	p53ts 32C kill	Peg3 imprint
- COC(=O)c1ccc2c(c1)S(=O)(=O)NC(=NCc1ccco1)S2
  -15.1%	-0.3%	-6.2%	-0.4%
- Cc1cc(-c2ccc(S(=O)(=O)NCc3ccccc3Cl)s2)on1
  -14.3%	0.2%	16.2%	7.2%[10.9 µM]
- CNC(=O)NC1CCCc2ccccc21 (stereo not drawn)
  6.7%	0.9%	-10.4%	8.1%
- Cn1c(=O)[nH]c(=O)c2c1nc(NCCCn1ccnc1)n2Cc1ccc(F)cc1
  7.3%	-0.8%	8.4%	-9.2%
- CC(C)C(N)C(=O)NC(Cc1c[nH]c2ccccc12)C(=O)O (stereo not drawn)
  10.0%	.	-2.3%	17.9%
- Cc1ccc(-c2cc(NC(=O)COc3ccc(Cl)c(C)c3)on2)cc1
  1.6%	0.2%	0.7%	7.9%[10.9 µM]
- Cc1ccc(C2C(C(N)=S)=C(N)OC3=C2C(=O)CC(C)(C)C3)cc1 (stereo not drawn)
  -23.2%	.	-5.4%	.
- C=C(C)Cn1c(CCCNC(=O)CCC)nc2ccccc21
  0.2%	0.6%	1.7%	-17.7%
- Cc1[nH]nc2c1C1(CCOCC1)C(C#N)=C(N)O2
  -7.9%	1.0%	-1.7%	-4.5%
- COC(=O)[C@H](CCSC)NC(=O)NC1CCN(Cc2ccccc2)CC1
  17.1%	2.4%	0.4%	-6.3%
- COc1ccc(-c2ccc(CCC(=O)O)n2-c2ccccc2C(F)(F)F)cc1
  ?	?	-4.1%	-13.5%[10.9 µM]
- CN(Cc1ccccc1)S(=O)(=O)c1ccc2c(c1)OCCO2
  4.5%	-0.3%	0.5%	-21.4%
- C=CCn1c(=O)n(CCC#N)c(=O)n(CCC#N)c1=O
  -0.6%	1.1%	-0.4%	-9.6%
- O=C(NCC1CCNCC1)c1ccncc1
  17.3%	0.8%	-1.6%	1.4%
- CC1=CC(C)(C)N(C(=O)CSc2nncn2C)c2ccccc21
  -14.3%	.	-0.2%	.
- Cn1c(=O)oc2cc(S(=O)(=O)N3CCCc4ccccc43)ccc21
  12.1%	2.1%	11.8%	-19.1%

Bioassay records deposited in PubChem BioAssay by National Center for Advancing Translational Sciences (NCATS).
